# Screening results (PubChem BioAssay)
# MITF primary: MITF inhibitors, primary screen, biochemical, AlphaScreen, human; inhibition, % at 2.6 µM; 0.91% of 650,000 active; Microphthalmia-associated transcription factor (Homo sapiens), O75030; AlphaScreen MITF homodimerization, bead proximity signal; in the data active = inhibition above about 50%;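 also: 0% = vehicle wells with protein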
# Target sequence (O75030 whole entry, looked up): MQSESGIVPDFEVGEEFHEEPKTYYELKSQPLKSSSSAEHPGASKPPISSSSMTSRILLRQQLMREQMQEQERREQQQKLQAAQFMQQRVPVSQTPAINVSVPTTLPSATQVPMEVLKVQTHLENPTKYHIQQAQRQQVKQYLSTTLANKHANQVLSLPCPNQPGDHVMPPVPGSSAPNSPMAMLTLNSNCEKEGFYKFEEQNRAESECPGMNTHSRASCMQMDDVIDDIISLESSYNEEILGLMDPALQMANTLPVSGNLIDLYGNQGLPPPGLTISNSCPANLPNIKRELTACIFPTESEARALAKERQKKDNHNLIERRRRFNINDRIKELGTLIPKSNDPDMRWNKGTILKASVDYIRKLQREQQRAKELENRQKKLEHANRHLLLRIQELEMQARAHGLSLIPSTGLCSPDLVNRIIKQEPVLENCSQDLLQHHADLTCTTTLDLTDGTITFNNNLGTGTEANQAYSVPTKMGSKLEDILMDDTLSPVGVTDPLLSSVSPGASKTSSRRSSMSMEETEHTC
# FBW7 act: FBW7 E3 ligase activators, primary screen, biochemical, AlphaScreen, human | F-box/WD repeat-containing protein 7 (Homo sapiens), Q969H0 | 0.13% of 650,000 active | AlphaScreen FBW7–phospho-cyclin E peptide binding, activator screen | normalized activity (activation), % at 26.1 µM | AID 1259310, 2017; in the data active = normalized activity above about 1.9%;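 also: purified mutant Fbw7 with reduced substrate affinity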
# GPR151 ag: activators of human GPR151, primary screen, cell-based, PathHunter beta-arrestin, luminescence; PathHunter beta-arrestin GPR151 cells; 1% of 650,000 active; activation, % at 11.2 µM; G-protein coupled receptor 151 (Homo sapiens), Q8TDV0; in the data active = activation above about 4.9%;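 also: 0% = median of compound wells and 100% = cells with positive control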
# Target sequence (Q8TDV0 whole entry, looked up): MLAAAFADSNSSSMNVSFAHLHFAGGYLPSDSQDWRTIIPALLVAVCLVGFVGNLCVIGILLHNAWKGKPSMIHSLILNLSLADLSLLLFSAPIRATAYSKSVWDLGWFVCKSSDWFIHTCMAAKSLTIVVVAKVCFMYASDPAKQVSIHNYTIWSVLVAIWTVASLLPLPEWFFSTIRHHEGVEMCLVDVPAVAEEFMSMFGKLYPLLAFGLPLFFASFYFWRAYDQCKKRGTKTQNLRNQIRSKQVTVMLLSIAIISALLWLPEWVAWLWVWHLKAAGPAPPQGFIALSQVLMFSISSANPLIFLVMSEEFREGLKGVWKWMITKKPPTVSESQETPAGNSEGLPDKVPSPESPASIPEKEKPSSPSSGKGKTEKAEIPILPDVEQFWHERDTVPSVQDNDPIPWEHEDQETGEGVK
# TEAD-YAP inh: TEAD-YAP interaction inhibition, primary screen, TEAD-YAP interaction inhibitor project, luminescence, HEK-TIYL cells; 1.4% of 640,000 active; inhibition, % at 9.12 µM; AID 1259422, 2018; TEAD-Gal4/YAP UAS-luciferase luminescence; in the data active = inhibition above about 32%;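 also: 0% = median of test compound wells and 100% = reference inhibitor wells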
# * = called active by the depositor.
# The line under a structure holds: MITF primary	FBW7 act	GPR151 ag	TEAD-YAP inh
CC(C)(C)OC(=O)COC(=O)c1ccc(Cl)c(S(=O)(=O)NCc2ccccc2)c1
→ 11.5	-0.8	2.0	7.6
COc1ccc(CNCc2ccc(C)cc2C)c(OC)c1
→ 16.4	-0.1	-0.6	12.5
CSCCOC(=O)C1=C(C)NC(=O)CC1c1ccccc1Cl (configuration not stated)
→ 16.5	0.4	-0.6	-5.9
O=C(Cc1cccc2ccccc12)Nc1cc2c3c(c1)C1CCCC1CN3CC1CCCC21 (configuration not stated)
→ 13.9	-0.1	2.3	0.7
O=C1CCC(CCC(=O)N2CCCC(C(=O)c3ccccc3)C2)(Cc2ccccc2)N1 (configuration not stated)
→ -3.9	-0.2	-0.8	-31.3
OCCNc1nc(Nc2ccc3ncccc3c2)nc2c1ncn2C1CCCCC1
→ -7.0	0.0	0.8	-22.6
Cc1ccc(C)c(NC(=O)c2sc3ncn(C)c(=O)c3c2C)c1
→ 4.7	0.2	-1.0	-10.3
CCOc1ccc(NC(=O)c2c(NCc3cc(OC)c(OC)cc3OC)sc3c2CCCC3)cc1
→ -2.8	0.0	0.1	2.1
O=C(N/N=C/c1cccc(O)c1)c1ccc(Cl)cc1
→ -3.0	0.0	0.9	6.6
O=C(O)c1c(CNCc2ccc3c(c2)OCO3)c2ccccc2n1Cc1cccc(F)c1
→ -6.5	-0.1	0.6	9.0
Nc1c(C(=O)NCc2ccccc2)sc2nc3c(c(-c4cccs4)c12)CCCC3
→ -10.0	0.1	-1.1	2.6
Cc1ccc(S(=O)(=O)N(/C(N)=N/c2nc(C)cc(C)n2)c2ccccc2Cl)cc1
→ 2.1	0.0	0.9	7.9
COCCCNC(=O)c1sc2ncn(CC(=O)Nc3ccc(C(C)C)cc3)c(=O)c2c1C
→ 1.0	0.0	-0.6	3.1
CC1CC=CC=CC=CC=CC(O[C@@H]2O[C@H](C)[C@@H](O)[C@H](N)[C@@H]2O)CC2OC(O)(CC(O)CC3OC3C=CC(=O)O1)CC(O)C2C(=O)O (some centres not stated)
→ 29.5	0.0	-4.6	-7.6
COc1ccc(S(=O)(=O)NCCC(=O)NCc2ccco2)cc1
→ -23.1	0.0	1.5	-13.4
Cc1ccc(C)c(C(=O)CSc2nnc(-c3ccccc3N)n2C)c1
→ -9.8	-0.2	0.0	-1.5
Cc1nc2cc3c(cc2s1)OCO3
→ -2.3	0.0	-0.9	-1.4
CC(C)(C)NC(=O)Cn1c(SCC(=O)N2CCCC2)nc2ccccc21
→ 12.2	0.1	-1.4	4.9
CC1CC(C)CN(S(=O)(=O)c2ccc3c(c2)N(CC(=O)O)C(=O)CO3)C1 (configuration not stated)
→ -1.4	0.2	-0.3	-1.9
CCOc1cc(CN(C)CCN(C)C)ccc1OC
→ 38.3	0.0	-0.6	-0.2
CC1CCN(C(=O)CSc2nnc(CNC(=O)c3ccc(F)cc3)o2)CC1
→ 1.9	-0.1	-0.1	1.6
COc1ccc(OC)c(CN2CCN(C(=O)c3ccncc3)CC2)c1
→ 74.0*	0.1	-0.5	0.5
CCC(C)NC(=O)CN(c1ccc(Cl)cc1)S(=O)(=O)c1ccc(OC)cc1 (configuration not stated)
→ -4.4	0.0	0.0	6.7
COc1cc2nc(Nc3ccc4ncccc4c3)nc(NCc3cccc(C(F)(F)F)c3)c2cc1OC
→ 5.1	0.6	4.0	1.1
CCN(CC)CCN1C(=O)c2ccccc2NC1c1ccc2c(c1)OCO2 (configuration not stated)
→ 7.7	0.0	5.3*	3.3
Cc1ccc(OCC(=O)Nc2ccc(C(N)=O)cc2)c([N+](=O)[O-])n1
→ 10.1	0.1	-0.9	2.0
COc1cc(CNCc2cc(OC)c(OC)cc2[N+](=O)[O-])cc(OC)c1
→ 39.2	0.0	-0.7	0.8
O=C1CN(c2nc3nonc3nc2N2CCOCC2)CCN1C1CCCCC1
→ -3.5	-0.2	1.7	1.1
COc1ccc(C(=O)Nc2nnc(C(F)(F)F)s2)cc1
→ 4.2	-0.2	2.8	-49.1
Cc1cc(C)c2oc(-c3cccc(NC(=O)c4cc(Cl)ccc4Cl)c3)nc2c1
→ -5.0	0.1	-0.3	-0.6
CN(C)c1ccc(N2C(=O)/C(=C/c3ccc(-c4ccc(Cl)c(Cl)c4)o3)C=C2c2ccccc2)cc1
→ 5.7	0.3	0.9	0.6
CCCN(CCC)C(=O)c1ccc(C(=O)N(C2CCCCC2)C2CCCCC2)cc1
→ 8.0	0.1	0.4	8.1
Cc1cccc(N2C(=O)/C(=C/c3ccc([N+](=O)[O-])cc3)N=C2c2ccc(C(C)(C)C)cc2)c1
→ 15.1	1.7	0.5	-1.1
CC(C)OC(=O)COc1ccc2c(-c3cc4ccccc4oc3=O)cc(=O)oc2c1
→ 4.3	0.0	1.2	-5.4
O=c1[nH]c(=O)n(-c2ccc(Cl)cc2)c(O)c1C=Nc1ccc(O)cc1
→ 16.6	-0.5	0.8	2.0
CC(=O)c1cc(CN2CCCC(C(=O)Nc3ccc(-c4cscn4)cc3)C2)cs1 (configuration not stated)
→ -10.4	0.2	-1.1	1.1
Cc1cc(C(=O)NCc2cccs2)cs1
→ -8.1	-0.1	0.3	-17.3
Cc1ccc(-n2cc(-c3ccccc3)c3c(N4CC(C)OC(C)C4)ncnc32)cc1 (configuration not stated)
→ 2.5	0.0	7.8*	-6.3
COc1ccc(C(CC(=O)c2ccco2)SCc2ccco2)cc1OC (configuration not stated)
→ -7.1	-0.2	-1.2	-10.9
CSc1ccc(CNC(=O)Cn2nnnc2CN2CCC(C)CC2)cc1
→ 2.1	0.1	-0.7	-6.0
O=C(Cn1c2c(c3ccccc31)CCC2)NCc1nc(-c2ccccc2)no1
→ 6.5	0.2	-0.1	-0.3
O=C(COc1ccc(CO)cc1Cl)Nc1ccccc1
→ 9.8	0.7	-2.7	49.4*
CCOc1cc(/C=C2/SC(=O)N(C(C)C(=O)OC)C2=O)cc([N+](=O)[O-])c1O (configuration not stated)
→ 7.6	-0.2	-0.6	-9.9
CCN(CC)S(=O)(=O)c1ccc(C(=O)N2CCC3(CC2)CC(=O)c2ccccc2O3)cc1
→ 4.2	0.4	1.4	8.8
COc1ccc(-c2nnc(SCc3csc(-c4ccccc4)n3)n2N)cc1
→ -4.7	-0.2	-1.0	-1.2
O=C(NCCO)c1csc(N2CCN(Cc3ccc4c(c3)OCO4)CC2)n1
→ 10.2	0.1	0.0	9.1
O=C1COc2ccc(C(=O)COC(=O)CCOc3ccccc3)cc2N1
→ -9.9	-0.1	-0.4	-4.1
Cc1ccc(C(=O)NC(C(C)C)C(C)C)cc1[N+](=O)[O-]
→ -14.6	0.0	-1.2	4.6
Nc1cc2c(cc1N)OCCO2
→ 19.8	-0.1	-0.9	-48.8
COc1ccc(/C=c2\s/c(=C\C(=O)C(C)(C)C)[nH]c2=O)cc1O
→ 7.3	-0.1	0.5	-3.5
COc1ccc(C2Nc3ccc(C(=O)O)cc3C3C=CCC32)cc1 (configuration not stated)
→ 72.8*	-0.8	0.0	-3.4
N#CCSC1=Nc2ccccc2C2=NC(c3ccccc3)C(=O)N12 (configuration not stated)
→ 8.8	-0.1	0.7	1.8
COc1cc(CN2CCN(Cc3cccc(Cl)c3)CC2)c([N+](=O)[O-])cc1OC
→ 56.5*	-0.3	1.1	-6.2
FC(F)(F)c1ccc(CN2CCC(c3nc(-c4ccncc4)no3)C2)cc1 (configuration not stated)
→ -2.4	-0.1	-1.3	3.9
CCOc1cc(/C=C/C(=O)O)ccc1OCC(C)C
→ 0.6	0.0	0.9	-21.1
COC(=O)c1ccccc1Nc1cc(C)nc2cc(Cl)ccc12
→ 3.9	-0.1	2.8	-12.9
O=C(NCc1ccc(Cl)cc1)c1ccc2nc(-c3ccccc3)c(-c3ccccc3)nc2c1
→ 0.3	-0.1	2.8	-9.3
CCN1CCCC1CNC(=O)c1cn(-c2ccc(C)c(C)c2)c(=O)c2ccccc12 (configuration not stated)
→ -1.4	-0.1	-1.5	1.5
COc1ccc(CCn2c(C)c(C(C)=O)c3cc(OC(=O)c4cccc([N+](=O)[O-])c4)ccc32)cc1OC
→ 15.8	-0.5	-1.8	1.4
O=C(Nc1n[nH]c(=S)s1)c1cc2nc(-c3cccs3)cc(C(F)(F)F)n2n1
→ 3.6	-0.1	0.2	-2.4

# (more compounds)
# The line under a structure holds: MITF primary	FBW7 act	GPR151 ag	TEAD-YAP inh
CN(C(=O)Nc1ccccc1)C1CCS(=O)(=O)C1 (configuration not stated)
→ -1.6	-0.1	0.0	-2.3
Cc1ccc(NC(=O)c2nnn(-c3cc(C)cc(C)c3)c2N)cc1
→ 3.5	-0.1	-0.6	-25.1
COc1ccc(C(=O)Nc2sc3c(c2C(N)=O)CCC(C)C3)cc1Br (configuration not stated)
→ -11.1	-0.1	0.2	-10.1
O=C(O)CN1C(=O)C2C3CC(C(Br)C3Br)C2C1=O (configuration not stated)
→ -14.0	0.2	-0.8	0.0
Cc1ccc(NC2OCC(O)C(O)C2O)c([N+](=O)[O-])c1 (configuration not stated)
→ 8.9	1.1	0.1	4.6
COc1ccc(/C=C(/NC(=O)c2ccccc2)C(=O)N/N=C/c2cccc(O)c2)cc1OC
→ -2.6	-0.1	0.1	1.9
CCCC(=O)N1CCC(O)(c2cccc(F)c2)CC1
→ 19.4	0.3	-1.3	5.4
COc1cc(OC)c2c(c1Cl)OC1(C2=O)C(O)=CC(=O)CC1C (configuration not stated)
→ -20.9	0.1	1.4	-10.3
N#CC1=C(N)OC2=C(C(=O)CCC2)C1c1c(F)cccc1Cl (configuration not stated)
→ 5.4	0.4	0.8	-2.2
COC(=O)c1ccc(Sc2ccc(C)cc2)c(NC=O)c1
→ -11.9	0.1	3.3	-1.4
CC(C)C1=NN(C(=O)c2ccccc2)C(O)(C(F)(F)F)C1 (configuration not stated)
→ -3.7	0.0	0.5	-3.0
COc1ccc(CCNc2nc(Nc3ccc(N4CCOCC4)cc3)nc3cc(OC)c(OC)cc23)cc1
→ 28.8	-0.5	-0.2	-0.7
COc1ccc(-c2[nH]ncc2CN(C)Cc2nc3ccccc3o2)c(OC)c1
→ -7.8	0.1	1.6	-2.9
N#Cc1cccc(OCCCN2CCNC(C(=O)N3CCOCC3)C2)c1 (configuration not stated)
→ 4.4	-0.1	1.3	9.8
O=C(NC12CC3CC(CC(C3)C1)C2)c1cc(-c2ccc(Cl)c(Cl)c2)nc2ccccc12
→ 14.0	-0.1	-0.1	4.6
O=C(CCCCn1c(=S)[nH]c2ccsc2c1=O)NCCc1ccc(Cl)cc1
→ 8.5	-0.2	1.6	-4.0
COc1cc(C2C(C(=O)Nc3ccc(C)cn3)=C(C)NC3=C2C(=O)CC(C)(C)C3)ccc1OCc1ccccc1 (configuration not stated)
→ 1.2	-0.1	3.1	0.0
O=C(CCCn1c(SCc2ccccc2F)nc2ccsc2c1=O)NCc1ccc2c(c1)OCO2
→ -12.4	0.0	0.3	-8.8
CC1=C(C(=O)OCCc2ccccc2)C(c2cccnc2)C2=C(CCCC2=O)N1 (configuration not stated)
→ 1.8	0.8	-0.4	19.9
COc1ccc(CNc2ncc(-c3ccc(Br)cc3)n2C)cc1OC
→ 29.4	0.4	-0.3	13.3
Cc1ccc(NC(NC(=O)c2ccco2)C(=O)c2ccccc2)cc1 (configuration not stated)
→ 4.6	-0.1	0.6	-4.2
CC(=O)CSc1nnc(-c2ccc(Br)cc2)o1
→ -7.8	-0.1	1.7	-52.2
COc1ccc(C(=O)Oc2ccccc2C=C2C(=O)NC(=S)NC2=O)cc1
→ 29.1	0.3	-1.3	2.8
Cc1cccc(C(=O)Nc2sc3c(c2C(=O)N2CCOCC2)CCCCC3)c1
→ 13.6	-0.2	-0.4	-2.8
O=C(Oc1ccc(S(=O)(=O)c2ccc(OC(=O)c3cccs3)cc2)cc1)c1cccs1
→ 0.3	-0.1	0.0	-5.3
CC(C(=O)Nc1cc(Cl)ccc1O)N1C(=O)c2ccccc2C1=O (configuration not stated)
→ 14.5	0.0	0.2	6.2
Cc1cccc(NS(=O)(=O)c2ccc3c(c2)n(C)c(=O)n3C)c1C
→ -9.8	-0.1	-0.2	0.3
Cc1ccc(C(=O)Nc2ccc3nc(C)sc3c2)cc1
→ -0.4	0.1	0.2	-78.8
O=C(CC1(O)C(=O)Nc2ccc(Cl)cc21)c1ccccc1 (configuration not stated)
→ 1.4	-0.1	0.4	10.2
Cc1ccsc1C(C(=O)NCc1ccccc1)N(C(=O)c1csnn1)C1CC1 (configuration not stated)
→ -0.4	-0.1	0.9	7.5
N#Cc1ccsc1NC(=O)c1ccco1
→ 11.0	0.6	0.8	-0.9
CCOC(=O)N1CCN(C(=O)COc2cc(C)c(Br)cc2C)CC1
→ -8.9	0.1	0.8	-2.1
COC(=O)CCC(=O)CN1C(=O)c2ccccc2C1=O
→ 8.6	1.6	-1.2	6.4
CC(NCCN(C)C)C(=O)C12CC3CC(CC(C3)C1)C2 (configuration not stated)
→ -3.2	-0.1	1.7	-2.4

# Entries of single compounds, quoted from the list. Screens in order: MITF primary | FBW7 act | GPR151 ag | TEAD-YAP inh
# FC(F)(F)c1ccc(CN2CCC(c3nc(-c4ccncc4)no3)C2)cc1 (configuration not stated) is entered as -2.4 | -0.1 | -1.3 | 3.9
# Cc1ccc(NC2OCC(O)C(O)C2O)c([N+](=O)[O-])c1 (configuration not stated) is entered as 8.9 | 1.1 | 0.1 | 4.6
# N#Cc1cccc(OCCCN2CCNC(C(=O)N3CCOCC3)C2)c1 (configuration not stated) is entered as 4.4 | -0.1 | 1.3 | 9.8
